# NPYLR7 agonist: activates Aedes aegypti NPYLR7 receptor. HEK293T NPYLR7/Galpha15, GCaMP6s calcium fluorescence. activation, % at 10 µM. 270,000 compounds, 0.15% hits. AID 1259423; in the data active means activation above about 40%;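 further: 0% = vehicle and 100% = reference agonist at the receptor; some compounds past the cut are filed as inactive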
# mcGAS inh: mouse cGAS inhibition by luminescence | 160,000 compounds, 0.15% hits | recombinant cGAS, Kinase-Glo ATP depletion luminescence | inhibition, % at 12.5 µM | Q8C6L5;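 further: 0% = negative control wells and 100% = reference inhibitor with no enzyme activity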
# hcGAS inh: human cGAS inhibition; AID 1259398; inhibition, % at 12.5 µM; Q8N884; 290,000 compounds, 0.081% hits; recombinant h-cGAS, ATP depletion, Kinase-Glo luminescence;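 further: 0% = vehicle reaction and 100% = reaction without DNA for no activity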
# Target sequence (Q8N884 whole entry, looked up): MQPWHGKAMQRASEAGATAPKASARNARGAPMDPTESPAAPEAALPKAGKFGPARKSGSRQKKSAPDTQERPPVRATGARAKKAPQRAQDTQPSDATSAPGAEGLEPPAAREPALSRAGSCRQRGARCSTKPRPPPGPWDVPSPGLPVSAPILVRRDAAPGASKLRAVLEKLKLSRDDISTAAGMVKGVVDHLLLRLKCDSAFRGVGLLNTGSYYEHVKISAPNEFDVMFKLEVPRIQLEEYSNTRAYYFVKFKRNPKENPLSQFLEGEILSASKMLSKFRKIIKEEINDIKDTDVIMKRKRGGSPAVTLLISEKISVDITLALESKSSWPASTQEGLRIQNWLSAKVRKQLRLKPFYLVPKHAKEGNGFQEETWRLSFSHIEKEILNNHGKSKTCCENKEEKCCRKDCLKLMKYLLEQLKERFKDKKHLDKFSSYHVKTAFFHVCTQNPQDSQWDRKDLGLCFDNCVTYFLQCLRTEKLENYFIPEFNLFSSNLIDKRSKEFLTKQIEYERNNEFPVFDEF
# * marks the source's active call; other numbers are inactive results; / = not tested or not shown; & = joins results of further samples. Unless noted, no stated cut-off is given here; in the data, active means inhibition above about 40%; inactive means the rest.
# The line under a structure holds: NPYLR7 agonist	mcGAS inh	hcGAS inh
COc1cccc(NC(=S)NN=C2CC3CC=CC23)c1 (stereo not drawn)
 : -5	/	-9
CCOC(=O)C1CCN(C(=O)c2coc(CN(Cc3ccc(F)cc3)Cc3ccc(F)cc3F)n2)CC1
 : 24	-6	-5
O=C(CN1C(=O)c2ccccc2C1=O)Nc1nccs1
 : -1&-6	-6&-2	-5&0
COc1cc(C2SCCS2)ccc1Oc1ncnc2c1cnn2C
 : 4	/	-3
O=C(Nc1ccc(F)cc1Cl)N(Cc1ccco1)C1CC1
 : 0	/	5
O=C(Nc1cccc(Br)c1)Nc1ccc(N2CCCC2)c(C(=O)NCCc2ccccc2)c1
 : 1	-5	-5
Fc1ccc(-c2[nH]ncc2CNCC2(c3ccccc3)CC2)cc1
 : 5	-4	0
COc1ccc(NC(=O)NCCNc2cc(-n3cccn3)nc(C)n2)c(C)c1
 : -7	-7	-8
Cc1ccc(-c2nc(C)c(Cc3ccccc3)c(N3CCN(C(=O)Nc4c(Cl)cccc4Cl)CC3)n2)cc1
 : -5	-8	-13
CCCCCc1ccc(C(=O)Nc2cccc(C3SCC(=O)N3c3ccccc3OCC)c2)cc1 (stereo not drawn)
 : 2	-5	-9
CCCC(=O)C1=C(c2ccc(OC)cc2)N(C(=O)CCC)n2c(C)nnc2S1
 : 9	/	-8
O=C(N1CCCN(Cc2cc(=O)c(OCc3ccc(C(F)(F)F)cc3)co2)CC1)C(F)(F)C(F)(F)C(F)(F)F
 : 28	-7	-4
CCCn1nccc1C(=O)N1CCCC(c2n[nH]c(=O)n2CC)C1 (stereo not drawn)
 : -9	-8	-6
CC(CO)NC(=O)Nc1cc(Br)c(F)cc1Cl (stereo not drawn)
 : 1	/	-5
O=c1cc(CN2CCN(c3ccc([N+](=O)[O-])cc3)CC2)c2cc3c(cc2o1)CCC3
 : 3	/	-8
COc1cccc(CN2CCC(C(=O)NC(c3ccccn3)c3ccccc3OC)CC2)c1 (stereo not drawn)
 : 6	-4	-3
Cc1ccc(CN(Cc2ccccc2)C(=O)CN(C(=O)c2cccc([N+](=O)[O-])c2)C2CCCCC2)s1
 : 1	-5	-1
CCC(C)N(Cc1cccnc1)C(=O)c1cccc2c1OCCO2 (stereo not drawn)
 : 3	/	-7
O=C(NCCOc1cccc(C(F)(F)F)c1)c1ccc(Cl)c([N+](=O)[O-])c1
 : -3	/	-4
Cc1c(C#N)c(N)nc(SCC(=O)c2ccc(Cl)cc2)c1C#N
 : 5	-8	-2

# Some entries already given, reduced to hcGAS inh and mcGAS inh.
molecule	hcGAS inh	mcGAS inh
CC(CO)NC(=O)Nc1cc(Br)c(F)cc1Cl (stereo not drawn)	-5	/
COc1cccc(CN2CCC(C(=O)NC(c3ccccn3)c3ccccc3OC)CC2)c1 (stereo not drawn)	-3	-4

# Further structures.
# The line under a structure holds: NPYLR7 agonist	mcGAS inh	hcGAS inh
CN(Cc1cc(-c2ccncc2)no1)Cc1cc2c(cc1Cl)OCO2
 : 2	-16	-5
CN1C[C@@H]2CC[C@H](CC1=O)N2C(=O)C1(S(=O)(=O)c2ccccc2)CC1
 : 0	/	-9
COc1ccc(OCC2CN(Cc3cccc(F)c3)S(=O)(=O)c3cnccc3O2)cc1 (stereo not drawn)
 : 18	-8	5
CC(C)(C)Cc1nnc(NS(C)(=O)=O)s1
 : 3	/	3
CCCCN(CC(=O)N(Cc1cccn1Cc1ccccc1Cl)CC(C)C)S(=O)(=O)c1cccc(C(F)(F)F)c1
 : /	-4	-1
O=c1[nH][nH]c(=O)n1/N=C\C=C/c1ccccc1
 : -1	/	-9
CN(Cc1ccncc1)C(=O)c1ccc2c(c1O)OC(C)(C)C2
 : -15	/	0
CCc1cc2c(=O)c(-c3nc4ccccc4[nH]3)coc2c(CN2CCCCC2C)c1O (stereo not drawn)
 : -7	-5	-4
Cc1nc(Nc2cccc3ccccc23)nc(Nc2cccc3ccccc23)c1[N+](=O)[O-]
 : 7	0	8
O=C(C1CCC1)N1CCC(Cc2ccc(-c3ccccc3)cc2)CC1
 : 4	-5	-5
CCOC(=O)CCc1c(C)nc2ncnn2c1N1CCN(CCc2ccncc2)CC1
 : /	-9	-10
COc1ccc(C(=O)Nc2c(N)nc(SCC(=O)N3CCc4ccccc43)[nH]c2=O)cc1OC
 : 3	-5	-3
CCc1[nH]n(-c2ccc(Cl)c(Cl)c2)c(=O)c1C1=C(N2CCOCC2)C(=O)N(c2cccc(C)c2)C1=O
 : 4	-10	-7
CN(CCc1ccccc1)C1CCCN(C(=O)c2c[nH]c(=O)cn2)C1 (stereo not drawn)
 : 9	/	-4
COc1ccccc1NC(=O)c1ccc(-n2nc(-c3ccc(Cl)cc3)cc2N)cc1
 : -3	-4	-4
Cc1ccc(S(=O)(=O)NCCc2nnc3ccc(SCc4cccc5ccccc45)nn23)cc1
 : 23	1	3
COCCn1c(CN2CCN(c3ccccc3F)CC2)nc2c1c(=O)n(C)c(=O)n2C
 : 2	-1	-3
C=c1ccccc1=C1NN=C(SCC(=O)c2ccc3c(c2)OCO3)O1
 : 9	/	-3
CN(C)c1ccc(-c2nc3ccc(Cl)cn3c2NC(C)(C)CC(C)(C)C)cc1
 : 18	-6	-8
COc1ccc(N2CN(C(=O)CN(CC(C)C)C(=O)CC(C)CC(C)(C)C)CC2=O)cc1 (stereo not drawn)
 : 15	-4	-6
Cc1ccccc1C1CCCN(C(=O)c2ccc3oc(C(C)C)nc3c2)C1 (stereo not drawn)
 : 4	-6	-5
CN(Cc1ccc(Br)cc1)C(=O)CCl
 : 0	42*	-4
O=C(CNCc1ccco1)N(Cc1ccccc1)Cc1cccs1
 : -7	-6	-9
CN1CCCn2nc(C(=O)N3C[C@H](O)[C@@H](N4CCCC4)C3)cc2C1
 : 23	/	-4
Cc1c(C(=O)NCCN2CCCC2)cc(-c2ccc(Cl)cc2)n1-c1cccc(F)c1
 : 12	-5	-4
CCc1nc(NC(=O)NCc2cccc(C)n2)nn1C
 : /	-10	-4
N#Cc1ccc(CSc2nnnn2-c2ccccc2)c(F)c1
 : 1	0	0
COc1cc2c(cc1OC)Sc1ccc(Cl)cc1C=C2
 : 8	/	2
C=CCc1c(C)nc2c(-c3ccccc3)cnn2c1NCCOC
 : 3	-6	-9
CC1CN(C(=O)c2cc3ccsc3n2Cc2cccc(F)c2)CCN1C(=O)C(Cl)c1ccccc1 (stereo not drawn)
 : 1	-5	-8
CCc1nc(SCC(=O)N2CCC(O)(c3ccc(C)cn3)CC2)n[nH]1
 : 19	/	-5
Cc1ccccc1COC1CCCN(S(=O)(=O)c2ccc(F)cc2)C1 (stereo not drawn)
 : -7	-1	3
CCc1nc2ccc(C(=O)NCc3cccs3)cn2c1N(CC)C(=O)NCCc1ccccc1
 : -16	2	2
Cc1cc(NC(=O)COc2ccccc2)n(-c2nc3c(cnn3-c3ccc(C)c(C)c3)c(=O)[nH]2)n1
 : /	-7	-11
COc1ccc(NS(=O)(=O)CC(C)c2ccccc2)cc1F (stereo not drawn)
 : 3	/	8
Cc1noc(C)c1S(=O)(=O)Nc1ccc(Br)cn1
 : -5	/	-5
Cc1ccc2c(CC(=O)NCC3CCCO3)coc2c1C (stereo not drawn)
 : -1	/	-3
C/C=C\COC1CCCN(C(=O)c2ccc(Cl)cc2)C1 (stereo not drawn)
 : -2	-3	-2
CC(=O)N1CCN(C(=O)C(C)OC(=O)c2ccc3ncsc3c2)CC1 (stereo not drawn)
 : 9	-15	-6
Cc1cc(C(=O)N2CCCC(c3ccccc3)C2)n[nH]1 (stereo not drawn)
 : 0	/	-3
O=c1c(O[C@@H]2O[C@H](CO)[C@H](O)[C@H](O)[C@H]2O)c(-c2ccc(O)c(O)c2)oc2cc(O)cc(O)c12
 : -10	/	-7
COc1ccc2nc(-n3nc(C)cc3NC(=O)c3ccccc3F)sc2c1
 : -5	-13	-11
COCCCN=c1scc(-c2ccc(OC)cc2)n1N=Cc1ccc(OC)cc1
 : -3	/	-6
C[C@@H]1CCC[C@H](C)N1NC(=O)c1ccc(Cl)c(S(N)(=O)=O)c1
 : -1	/	-7
CNC(=O)Nc1ccc(NC(=O)c2cc(Cl)c(OC(C)C)c(OC)c2)cc1
 : 2	/	-6
COCCCN(CC(=O)N1CCc2sccc2C1c1ccc(OC)cc1)C(=O)c1ccc(Br)cc1 (stereo not drawn)
 : 11	-2	-5
CC(C)NC(=O)N(C1CCOCC1)C1CNC1
 : /	-4	-7
CN(CCO)CCn1c(=O)c2c(ncn2C)n(C)c1=O
 : 6	/	-2
CCn1ncc(Cl)c1C(=O)N1CCOC(c2ccc(Cl)cc2)C1 (stereo not drawn)
 : 0	/	2
COCCN(Cc1cc(Cl)ccc1OS(=O)(=O)c1ccc(F)cc1)C(=O)c1cccs1
 : /	-9	-5

# (continued)
# The line under a structure holds: NPYLR7 agonist	mcGAS inh	hcGAS inh
O=C1CCCc2occ(C(=O)N3CCCC(c4ccn[nH]4)C3)c21 (stereo not drawn)
 : 2	-9	-3
CCOC(=O)CN1CC2N(Cc3ccccn3)C3CCC2(CC3)OC1=O (stereo not drawn)
 : 31	-8	-4
COc1ccccc1OCC(=O)N=Nc1c(O)[nH]c2ccc(F)cc12
 : -4	/	-4
CCc1ccc(-c2ccc(SCC(N)=O)nn2)cc1
 : -2	0	-3
O=S(=O)(c1ccc(F)c(F)c1)N1CCN(Cc2cc(-c3ccccc3)no2)CC1
 : 2	/	-1
Cc1cc(C)n(-c2cc(NCCNS(=O)(=O)c3cc(C)c(C)cc3C)nc(C)n2)n1
 : -5	-7	-3
CCc1c(C)nc(-c2cccc(C(F)(F)F)c2)nc1N1CCN(C(=O)c2ccc(Br)cc2)CC1
 : 22	-4	-2
CC1CCCCC1NC(=O)CN1CCCc2cc(C(=O)N(C)C)ccc21 (stereo not drawn)
 : -1	/	-5
Cn1nc(-n2ccc(-c3cccnc3)n2)c2ccccc21
 : 23	/	-5
Cc1cc(C)cc(OCCOc2c(Cl)cc(Cl)cc2/C=N\n2cnnc2)c1
 : -1	/	-8
Cc1nc(CCN2CCCC3(CCOCC3)C2)cs1
 : /	0	1
COCCCNc1nccn2ccnc12
 : 4	/	-17
Nc1cnc(-c2ccccc2CO)cn1
 : 2	/	-4
CCCNC(=O)Cn1nc2c(c1NC(=O)Cc1ccccc1Cl)CSC2
 : -14	-4	0
CCc1nc(N2CCCC2)c(C#N)c2c1CCCC2
 : 6	/	-1
CC(=O)N1CCc2cc(NC(=O)c3c(C)nn(C)c3C)ccc21
 : 0	-4	-2
CSCC[C@H](NC(C)=O)C(=O)N1CCC2(CC1)C(=O)NCCN2C
 : 1	-12	-7
C=CCSc1nnc2c(n1)OC(c1cccnc1)Nc1ccccc1-2 (stereo not drawn)
 : 4	-3	-5
CC(C)Cc1ncc2c(n1)CN(C(=O)Cn1ncnn1)C2
 : 25	/	-3
Cc1nc(CC(=O)NN=C2C3CC4CC(C3)CC2C4)cs1
 : 5	/	-9
CCn1nc(C(C)C)cc1C(=O)N1CCC(Cn2cc(CO)nn2)CC1
 : 2	/	-10
O=C1NCC(=O)N2CCN(Cc3cccc(CN4CCOCC4)c3)CC12 (stereo not drawn)
 : 4	/	-4
CCC(C(=O)NCc1snnc1C)n1cc(C(C)=O)c2ccccc21 (stereo not drawn)
 : -3	/	-5
O=C(c1nc2ncccn2n1)N1CCCC(Nc2ccc(F)cc2)C1 (stereo not drawn)
 : 9	/	-3
CC1COCCN1C(=O)C1CCCC(C(=O)N2CCOCC2C)C1 (stereo not drawn)
 : 1	/	-7
COc1ccccc1C(=O)Nc1cccc(-n2cnnc2)c1
 : 20	-18	-4
CC(Cc1cnccn1)NC(=O)CC(=O)NC12CC3CC(CC(C3)C1)C2 (stereo not drawn)
 : /	-6	-15
c1csc(-c2noc(CN3CCSCC3)n2)c1
 : 3	/	-4
CCc1cc(-c2cccnc2OC)ccc1NC(C)=O
 : 27	-18	-6
C=CCN(CC(=O)N(CCc1ccccc1)Cc1ccc(C)o1)C(=O)c1ccccc1C
 : /	-4	-4

# Rewritten with tabs: part of the list above
canonical_smiles	NPYLR7 agonist	mcGAS inh	hcGAS inh
CCC(C(=O)NCc1snnc1C)n1cc(C(C)=O)c2ccccc21 (stereo not drawn)	-3	/	-5
O=C(c1nc2ncccn2n1)N1CCCC(Nc2ccc(F)cc2)C1 (stereo not drawn)	9	/	-3
CC1COCCN1C(=O)C1CCCC(C(=O)N2CCOCC2C)C1 (stereo not drawn)	1	/	-7
COc1ccccc1C(=O)Nc1cccc(-n2cnnc2)c1	20	-18	-4

# (listing goes on)
# The line under a structure holds: NPYLR7 agonist	mcGAS inh	hcGAS inh
CCCCNC(=O)C1(C)CCCCN1C(=O)c1cc(C#N)cs1 (stereo not drawn)
 : -1	/	-8
O=C(C1=NN(c2ccccc2)C(=O)CC1)N1CCN(Cc2ccncc2)CC1
 : 3	/	-7
Cc1noc(-c2cccnc2)c1C(=O)NCC1COC(C)(C)O1 (stereo not drawn)
 : -2	-4	-4
CC1CCCCN1c1ccc(C(N)=O)cc1NC(=O)Cc1cn2ccsc2n1 (stereo not drawn)
 : 4	/	-10
CCc1nnc(CNc2c(F)cc(Br)cc2F)o1
 : 4&7	-6	-9&-9
CCOc1ccc(CC(=O)NCCc2cc3cc(C)c(C)cc3[nH]c2=O)cc1
 : -1	-9	-7
COc1ccc(C(=O)N2CCC(n3nccc3NC(=O)c3ccccc3OC)CC2)o1
 : 0	/	-4
CCOc1ccccc1NC(=O)Nc1ccc(N2CCC(Cc3ccccc3)CC2)c(C(=O)NCC2CCCO2)c1 (stereo not drawn)
 : -7	2	1
Cn1c(-c2ccsc2)cc2c(Nc3ccc(S(C)(=O)=O)cc3)nccc21
 : -2	-7	-5
CC(=NNC(=O)Cn1c(C(F)(F)F)nc2ccccc21)c1ccc(C#N)cc1
 : 1	/	-3
O=C(c1ccc(-n2ncc3c(Cl)cccc32)o1)N1CCOCC1
 : -6	-7	0
CC(C)(C)OC(=O)N1CCN(C(=O)CSCc2ccccn2)C(C#N)C1 (stereo not drawn)
 : 6	/	-6
Cn1c(SCc2cc3c(cc2Br)OCCO3)nnc1C1CC1
 : 0	-6	-5
